Assay outcomes deposited in PubChem BioAssay by National Center for Advancing Translational Sciences (NCATS).
Tau FP inhib – tau fibrillization inhibition (FP); K18 P301L tau heparin fibrillization, Alexa594 FP, 6 h; P10636; actives 0.39% (n = 280,000); AID 1468; Potency, µM (top dose mostly 57.7 µM), inactives show top-dose activity, negative = inhibition, actives largely listed as inhibitors; further: potency means the concentration at half of the fitted maximal effect; on the % scale 0 is the no-effect control and ±100 the full control effect; nearly all actives have a fitted effect of over 55% in size
Target sequence (P10636 561-689 P618L limits assumed): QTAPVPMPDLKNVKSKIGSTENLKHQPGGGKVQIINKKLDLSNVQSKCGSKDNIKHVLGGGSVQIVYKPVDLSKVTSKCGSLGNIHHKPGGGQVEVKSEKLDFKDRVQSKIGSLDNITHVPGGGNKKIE
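Heparin (20 uM) drove fibril formation of recombinant tau K18 P301L, 15 uM unlabeled with 0.24 uM Alexa 594 label, for 6 hr at 37 C in 100 mM sodium acetate pH 7. Fluorescence polarization (555/632 nm) read 1 hr after 30 uM ThT.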
TRb-SRC2 inh – disrupts binding of human TR beta to SRC2; TRbeta-SRC2 peptide binding, fluorescence polarization; receptor liganded with 1 µM T3; Potency, µM (top dose mostly 106 µM), for the others: at the highest dose activity change, negative = inhibition, usual class: inhibitors; actives 0.065% (n = 280,000); AID 1469;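 further: potency means the concentration at half of the fitted maximal effect; plate controls were bound peptide for no effect and peptide without receptor for full effect; nearly all actives have a fitted effect of over 50% in size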
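Decrease in fluorescence polarization of 20 nM Texas Red SRC2 coactivator peptide flagged inhibition of its binding to 0.6 uM TRb LBD; 1 uM T3 included, incubation 5 hr, ex 555/em 632 nm.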
NPSR antag – antagonists of human neuropeptide S receptor cAMP signaling; Q6W5P4; actives 1% (n = 220,000); CHO-NPSR cells, cAMP TR-FRET, antagonist mode; Potency, µM (top dose mostly 38.3 µM), for inactives: top-dose activity change, negative = inhibition, hits mostly inhibitors; further: potency means the concentration at half of the fitted maximal effect; on the % scale 0 is the no-effect control and ±100 the full control effect; nearly all actives have a fitted effect of over 50% in size; many of its hits are not listed in these tables
Tau fluor counter – counter-screen for tau fibril formation inhibitors | tau K18 P301L Alexa594 fluorescence, heparin fibrillization | Potency, µM (highest dose often 57.7 µM), for the others: at the highest dose activity change, negative = decrease | actives 0.93% (n = 280,000); further: potency means the concentration at half of the fitted maximal effect; on the % scale 0 is the no-effect control and ±100 the full control effect; nearly all actives have a fitted effect of over 55% in size
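Human tau K18 P301L (15 uM unlabeled, 0.24 uM Alexa 594-labeled) in 100 mM sodium acetate pH 7 with 20 uM heparin, 6 hr at 37 C. ThT 30 uM added, 1 hr ambient; Alexa 594 FP and total fluorescence read at 555/632 nm.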
Epigenetic derep – epigenetic control regulation, reporter derepression | murine LDR cells, GFP reporter derepression, 30 h | Potency, µM (doses to about 53.9 µM), without a hit: top-dose GFP activation, most hits filed as activators | actives 0.2% (n = 280,000); further: potency means the concentration at half of the fitted maximal effect; % of control where 0% means no effect; nearly all actives have a fitted effect of over 60% in size
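Murine LDR cells bearing a silenced CMV-driven GFP reporter were exposed to compound for 30 h at 37 C. After PBS washes, GFP-positive cells (20-120 um objects) counted by laser-scanning microplate cytometry.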
CBFb-RUNX1 inh – CBF-beta/RUNX1 interaction disruption | AlphaScreen CBFb-His/RUNX1-biotin binding, biochemical | Potency, µM (series often up to 59.8 µM), for the others: at the top dose activity, negative = inhibition, actives largely listed as inhibitors | 230,000 tested, under 10 active | AID 1477; further: % of control where 0% means no effect
Target sequence (Q01196 whole entry, looked up): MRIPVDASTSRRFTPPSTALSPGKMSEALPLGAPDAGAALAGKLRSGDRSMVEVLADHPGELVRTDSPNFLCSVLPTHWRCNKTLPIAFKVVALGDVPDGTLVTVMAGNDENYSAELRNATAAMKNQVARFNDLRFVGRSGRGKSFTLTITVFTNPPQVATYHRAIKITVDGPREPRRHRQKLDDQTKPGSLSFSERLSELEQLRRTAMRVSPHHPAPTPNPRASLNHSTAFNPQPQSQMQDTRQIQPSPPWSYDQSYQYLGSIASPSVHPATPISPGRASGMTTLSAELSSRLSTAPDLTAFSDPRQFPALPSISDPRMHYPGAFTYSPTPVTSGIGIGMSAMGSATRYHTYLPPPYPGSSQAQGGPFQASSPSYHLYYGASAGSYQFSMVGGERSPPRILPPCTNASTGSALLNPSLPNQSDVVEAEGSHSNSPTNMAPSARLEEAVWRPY
Target sequence (Q13951 whole entry, looked up): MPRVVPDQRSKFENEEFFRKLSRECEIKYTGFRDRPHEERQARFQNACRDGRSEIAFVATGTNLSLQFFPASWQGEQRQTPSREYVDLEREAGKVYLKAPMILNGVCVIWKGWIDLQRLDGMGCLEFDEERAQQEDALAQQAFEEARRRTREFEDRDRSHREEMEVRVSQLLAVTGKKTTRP
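AlphaScreen binding: CBFb-His and RUNX1-biotin (30 nM each) preincubated 20 min, compound added for 15 min, then nickel and streptavidin beads for 90 min, all at room temperature. Disruption of the interaction by any mechanism counts as activity.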
TexasRed fluor – counter-screen for TRb-SRC2 inhibitors: fluorescence interference | TRb/SRC2 Texas Red total fluorescence interference | Potency, µM (titrated, usually from 106 µM), without a hit: top-dose fluorescence change, negative = quenching | actives 0.29% (n = 280,000) | AID 1479; active means well fitted curve in either direction with a large enough effect; inconclusive means small, poorly fitted or top-dose-only effect; further: potency means the concentration at half of the fitted maximal effect; on the % scale 0 is the no-effect control and ±100 the full control effect
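Flags fluorescent or light-absorbing compounds by total fluorescence, S + 2P, at 555 nm excitation and 632 nm emission. Mixture: 20 nM Texas Red SRC2 peptide, 0.6 uM human TRb LBD, 1 uM T3, 5% DMSO; compound exposure 5 h at ambient temperature.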
GLA spleen mod – inhibitors or activators of human alpha-galactosidase in spleen homogenate; P06280; human spleen homogenate, 4MU-alpha-Gal fluorescence, 40 min; Potency, µM (doses to about 80 µM), without a hit: at the top dose activity change, negative = inhibition, usual class: inhibitors; actives 0.008% (n = 240,000);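 further: potency means the concentration at half of the fitted maximal effect; 0% = enzyme with vehicle and -100% = no enzyme basal signal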
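qHTS titration in buffer at pH 5.0. Alpha-galactosidase activity in spleen homogenate was measured via 4-methylumbelliferone release from 1 mM fluorogenic substrate after 40 min at 37C and a pH 10 stop. AC50 came from Hill fits of control-normalized data.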
* marks the source's active call; other numbers are inactive results; ? = inconclusive; . = no result given; & = joins results of further samples; [ ] = dose if it differs, or a comment. Unless noted, the call rests on the fitted dose curve; in most records, active means well fitted curve in the direction sought with a large enough effect; inconclusive means small, poorly fitted or top-dose-only effect, or another doubt; inactive means no such curve, though single readings can be large; an effect the other way counts as inactive or inconclusive.

SMILES	Tau FP inhib	TRb-SRC2 inh	NPSR antag	Tau fluor counter	Epigenetic derep	CBFb-RUNX1 inh	TexasRed fluor	GLA spleen mod
CC(C)CCN1CCN(C2CCN(c3ccccc3)CC2)CC1CCO (stereo not given)	-7%	3%	-3%	-20%	0.0%	7%	-8%	6%
O=C(CNCCC1=CCCCC1)Nc1ccccc1N1CCCCCC1	6%	3%	?	-3%	-1.1%	6%	-8%	-13%
CN1C(C(=O)Nc2cccc(O)c2)=CC(c2cccs2)=NS1(=O)=O	7%	-3%	.	-14%	-5.1%	.	-3%	.
Cc1cc(/C=C2\SC(=S)NC2=O)c(C)n1C	3%	2%	-21%[46.1 µM]	-20%	-0.4%	-22%	-3%	3%
Cn1nnnc1SCC(=O)Nc1cc(S(=O)(=O)N2CCCC2)ccc1Cl	0%	3%	15%	7%	-2.5%	-4%	-2%	-1%
COc1nsnc1NS(=O)(=O)c1ccc(NC(=S)NC(=O)c2cccnc2)cc1	-11%	-7%	-8%	-5%	-2.3%	1%	-5%	3%
CCn1ccnc1CN1CCN(CC=C(C)C)C(CCO)C1 (stereo not given)	-2%	3%	0%	-7%	9.0%	6%	-1%	2%
COc1ccc(OC)c(NC(=O)N[C@H](Cc2ccccc2)C(=O)NN)c1	4%	3%	?	-6%	-0.1%	-6%	-3%	5%
CN(C)c1ccc(C(=O)OCc2ccccc2)cc1	1%	8%	-16%[46.1 µM]	-23%	1.5%	21%	0%	-7%
CCCCNc1cc(C)nc(N2CCOCC2)n1	2%	-3%	1%[46.1 µM]	-8%	-4.5%	3%	0%	-11%
COc1ccc(NC(=O)c2nc(C)c(C3(C)CC(c4ccccc4)=NO3)s2)cc1 (stereo not given)	-5%	-4%	-34%	-26%	1.0%	18%	-1%	5%
CCNC(=O)COC(=O)/C=C/c1cccc([N+](=O)[O-])c1	1%	0%	-3%	1%	-0.6%	-5%	-2%	-4%
O=C(COC(=O)c1ccccc1Nc1ccc(SC(F)F)cc1)NCc1ccco1	5%	-12%	-24%[46.1 µM]	-11%	-1.1%	6%	1%	-6%
O=c1c2ccccc2nc(SCc2cccc(F)c2)n1C1CCCC1	2%	3%	-47%	-7%	-1.0%	11%	1%	2%
Cc1ccc(SCc2cc(-c3ccc(Cl)cc3)on2)cc1	-2%	-4%	3%[46.1 µM]	-20%	0.2%	?	-7%	2%
COc1ccc(N(CC(=O)Nc2ccccc2C(=O)N2CCOCC2)S(=O)(=O)c2ccc(F)cc2)cc1	0%	-2%	7%	11%	-0.9%	-2%	-1%	0%
O=C(/C(=N\Nc1ccc([N+](=O)[O-])cc1)Sc1nnnn1-c1ccccc1)c1ccccc1	12%	7%	-49%	?	-1.1%	-16%	-2%	-10%
O=c1c(S(=O)(=O)c2ccc(Cl)cc2)cn(Cc2ccccc2F)c2ccc(F)cc12	0%	9%	-21%	8%	0.0%	-4%	2%	4%
N#Cc1c(NC(=S)NC(=O)c2ccccc2)sc2c1CCC2	-2%	4%	10%	-17%	1.1%	-3%	1%	4%
Clc1ccccc1CSc1nnc(-c2ccco2)c(-c2ccco2)n1	?	0%	-28%[46.1 µM]	?	-1.1%	?	-17%	-8%
CCOc1ccc(NC(=O)CN(C2CCCCC2)S(C)(=O)=O)cc1	3%	8%	-6%[46.1 µM]	-6%	0.3%	-4%	1%	-1%
Cc1cc2ccccn2c1C(=O)c1ccc(NN)c([N+](=O)[O-])c1	4%	2%	-29%	?	10%	?	-3%	1%
COCCNC(=O)CSc1nc(-c2ccccc2)[nH]c1-c1ccc(OC)cc1	?	-5%	.	-15%	0.5%	.	-6%	.
CCC1CCCCN1S(=O)(=O)c1ccc(S(=O)(=O)N2CCN(S(=O)(=O)CC)CC2)cc1 (stereo not given)	-2%	7%	-15%[46.1 µM]	-9%	6.6%	-1%	3%	5%
Nc1ccc2nc(CCCCCCCCc3nc4ccc(N)cc4[nH]3)[nH]c2c1	17%	3%	5%	?	?	?	-23%	-4%

The final 3 records of the section above come first, to join the parts.
SMILES	Tau FP inhib	TRb-SRC2 inh	NPSR antag	Tau fluor counter	Epigenetic derep	CBFb-RUNX1 inh	TexasRed fluor	GLA spleen mod
COCCNC(=O)CSc1nc(-c2ccccc2)[nH]c1-c1ccc(OC)cc1	?	-5%	.	-15%	0.5%	.	-6%	.
CCC1CCCCN1S(=O)(=O)c1ccc(S(=O)(=O)N2CCN(S(=O)(=O)CC)CC2)cc1 (stereo not given)	-2%	7%	-15%[46.1 µM]	-9%	6.6%	-1%	3%	5%
Nc1ccc2nc(CCCCCCCCc3nc4ccc(N)cc4[nH]3)[nH]c2c1	17%	3%	5%	?	?	?	-23%	-4%
CCc1ccccc1NC(=O)c1nnn(CC(=O)Nc2cccc(C)c2C)c1N	-10%	-1%	?	-3%	-2.6%	4%	0%	-1%
CCCC/C=C/C(NC(=O)c1ccc(-c2ccccc2)cc1)c1ccccc1 (stereo not given)	1%	-2%	.	-1%	1.3%	14%	0%	3%
O=C(CSc1nc(O)cc(=O)[nH]1)N1c2ccccc2Sc2ccccc21	-7%	-4%	4%	-23%	-1.4%	-9%	0%	4%
N#Cc1cnn2cc(-c3ncc(C(F)(F)F)cc3Cl)cnc12	0%	-12%	-8%[46.1 µM]	-8%	-3.2%	11%	-3%	3%
O=C(Cn1ncnn1)OCc1ccccc1Cl	-4%	0%	-12%[46.1 µM]	-7%	3.7%	6%	-8%	-9%
CN(C)S(=O)(=O)c1ccc(S(=O)(=O)Nc2ccc3c(c2)oc2ccccc23)cc1	?	-23%	4%[46.1 µM]	-30%	1.6%	0%	-3%	8%
COc1ccc(NC(=O)C(NC(=O)CNC(C)=O)c2ccc(C)cc2)cc1 (stereo not given)	8%	6%	0%[46.1 µM]	0%	-4.1%	-4%	0%	0%
CSc1ccc(/C=N/Nc2nc(C)cc(=O)[nH]2)cc1	4%	2%	-17%	-4%	-2.6%	-6%	-3%	6%
O=C(CCn1cnc2onc(-c3ccc(F)cc3)c2c1=O)N1CCN(c2ccccc2)CC1	8%	-4%	.	-25%	-0.4%	.	-1%	.
CC(C)C1OC2(C)OC(=N)C1(C#N)C(C#N)(C#N)C2c1ccccc1 (stereo not given)	-7%	-6%	-10%[46.1 µM]	-3%	0.0%	0%	-1%	?
Cc1ccc(C)c(NC(=O)CCc2c(C)nn(-c3ccc(N4CCCC4)nn3)c2C)c1	-6%	3%	.	0%	2.3%	.	1%	.
COc1ccc(Cc2c(O)nc(SCC(=O)NC34CC5CC(CC(C5)C3)C4)[nH]c2=O)cc1	0%&-1%	3%&-13%	18%&-9%	-19%&-2%	2.5%&-1.6%	5%&-6%	0%&0%	-6%&-3%
COc1ccc(C(=O)N/C(=C\c2cccs2)c2nc3ccccc3[nH]2)cc1OC	-2%	.	-16%[46.1 µM]	-9%	-4.3%	-1%	.	6%
O=C(CN(CC1CCCO1)C(=O)Cn1nnc(-c2ccc(F)cc2)n1)NC1CCCCC1 (stereo not given)	-3%	-11%	-27%[46.1 µM]	-2%	-0.8%	-4%	-2%	14%
Cc1cc(NC(=O)c2cccc(S(=O)(=O)N3c4ccccc4CC3C)c2)no1 (stereo not given)	-1%	3%	-55%	?	-0.4%	-2%	3%	13%
Cc1ccc(C2(c3noc(CN(C)CC4COCCO4)n3)CCCC2)cc1 (stereo not given)	1%	-7%	14%	-12%	-0.1%	3%	-6%	-4%
CCOc1ccc(NC(=O)c2oc3ccccc3c2NC(=O)COc2cccc(OC)c2)cc1	-8%	1%	.	-17%	0.4%	.	-1%	.
COc1cccc(N2C(=O)C3CC=C(Cl)CC3C2=O)c1 (stereo not given)	1%	-3%	13%[46.1 µM]	-3%	-1.1%	5%	-1%	0%
Cc1cc(NC(=O)C(C)C)ncc1NC(=O)c1ccccn1	6%	2%	17%	-2%	-1.8%	-3%	1%	-1%
CN(C)S(=O)(=O)c1cccc(NC(=O)COC(=O)CCc2nc3ccccc3s2)c1	-6%	-1%	-8%[46.1 µM]	-6%	-1.0%	-4%	-2%	3%

Reprinted at random: seven records from the list.
SMILES	Tau FP inhib	TRb-SRC2 inh	NPSR antag	Tau fluor counter	Epigenetic derep	CBFb-RUNX1 inh	TexasRed fluor	GLA spleen mod
CN(C)S(=O)(=O)c1cccc(NC(=O)COC(=O)CCc2nc3ccccc3s2)c1	-6%	-1%	-8%[46.1 µM]	-6%	-1.0%	-4%	-2%	3%
COc1ccc(C(=O)N/C(=C\c2cccs2)c2nc3ccccc3[nH]2)cc1OC	-2%	.	-16%[46.1 µM]	-9%	-4.3%	-1%	.	6%
Cc1ccc(C2(c3noc(CN(C)CC4COCCO4)n3)CCCC2)cc1 (stereo not given)	1%	-7%	14%	-12%	-0.1%	3%	-6%	-4%
CN(C)S(=O)(=O)c1ccc(S(=O)(=O)Nc2ccc3c(c2)oc2ccccc23)cc1	?	-23%	4%[46.1 µM]	-30%	1.6%	0%	-3%	8%
O=C(CSc1nc(O)cc(=O)[nH]1)N1c2ccccc2Sc2ccccc21	-7%	-4%	4%	-23%	-1.4%	-9%	0%	4%
CC(C)C1OC2(C)OC(=N)C1(C#N)C(C#N)(C#N)C2c1ccccc1 (stereo not given)	-7%	-6%	-10%[46.1 µM]	-3%	0.0%	0%	-1%	?
Cc1cc(NC(=O)c2cccc(S(=O)(=O)N3c4ccccc4CC3C)c2)no1 (stereo not given)	-1%	3%	-55%	?	-0.4%	-2%	3%	13%

A portion of the library, so the mix of outcomes need not match the whole.
